Assay outcomes: PubChem, NCI
All columns: NCI-60 one-dose screen, growth in % after 48 h at 10 µM unless noted; 100 = growth as untreated, 0 = no growth, -100 = all killed.
CAKI-1: CAKI-1 renal cancer. hit rate 4.7% among 75,000. AID 1794772
OVCAR-8: OVCAR-8 ovarian cancer | hit rate 4.4% among 81,000 | AID 1794782
OVCAR-4: OVCAR-4 ovarian cancer cells. hit rate 3.7% among 80,000
RXF 393: RXF 393 renal cancer cells. hit rate 6.9% among 77,000. AID 1794773
A498: A498 renal cancer cells; hit rate 5.4% among 76,000
ACHN: ACHN renal cancer; hit rate 4.9% among 81,000; AID 1794771
OVCAR-3: OVCAR-3 ovarian cancer; hit rate 7% among 79,000
OVCAR-5: OVCAR-5 ovarian cancer | AID 1794783 | hit rate 2.9% among 82,000
* marks the source's active call; other numbers are inactive results; . = not tested or not shown; & = joins results of further samples. The calls were made as follows: active = growth percent below 10; inactive = the rest.

1. CC(C)c1cc(C(C)C)c(S(=O)(=O)Oc2ccc(NC(=O)c3ccc(Cl)cc3)cc2)c(C(C)C)c1
2. O=C(Nc1ccc(Cl)cc1)Oc1ccc(Cl)cc1C(=O)c1ccccc1
3. CCOC(=O)CN
4. CCCCS(=O)(=O)OCC1CCC(=O)N1 (stereo not drawn)
5. CCN(CC)CCN[C@@H](c1ccccc1)[C@H](O)c1ccccc1
6. OCCCCCOCc1ccccc1
7. NC1(C(=O)O)CCCCC1
8. COc1cc(-c2nc(SCC(=O)N3CCN(c4cc5c(cc4F)c(=O)c(C(=O)O)cn5C4CC4)CC3)nc(Cl)c2C#N)cc(OC)c1OC
entry no.	1	2	3	4	5	6	7	8
CAKI-1	21.6	109.2	103.9	104.1	109.9	101.2	108.1	94.6
OVCAR-8	.	97.2	103.4	103.7	106.6	106.8	111.8	100.2
OVCAR-4	39.6	94.8	112.6	101.4	100.0	97.2	104.7	105.7
RXF 393	51.4	89.5	107.9	122.9	113.6	97.2	107.6	109.5
A498	17.7	91.2	.	119.8	87.9	99.7	79.0	100.9
ACHN	15.4	103.7	114.7	103.7	95.2	108.5	111.0	102.2
OVCAR-3	31.6	102.8	109.5	109.4	105.1	111.6	111.3	114.7
OVCAR-5	86.4	95.1	106.1	102.9	95.4	103.4	104.7	99.1

9. NNc1cccc([N+](=O)[O-])c1
10. CCCCC#CC(=O)OCC
11. CCN1CCCC(=O)C1
12. O=C(CN1CCN(c2cc(=O)[nH]c3ccc(F)cc23)CC1)Nc1nc(-c2ccccc2)cs1
13. O=c1c2ccccc2n(-c2ccccc2)c2cc(Cl)ccc12
14. Cc1nc2cc(-n3c(-c4ccc(F)cc4)nc4ccccc4c3=O)ccc2n1Cc1ccccc1
15. S=c1[nH]c(=S)c2c(-c3ccccc3)c(-c3ccccc3)oc2[nH]1
16. CCCCSCC(=O)c1ccccc1
entry no.	9	10	11	12	13	14	15	16
CAKI-1	56.0	91.0	99.1	82.7	95.8	30.6	100.9	94.4
OVCAR-8	78.0	101.1	97.2	99.9	90.6	13.0	110.1	94.2
OVCAR-4	106.9	102.0	101.8	95.9	103.9	-18.3*	95.2	100.4
RXF 393	121.7	.	113.0	101.3	97.5	-31.3*	91.2	114.2
A498	83.0	102.8	104.2	72.1	101.8	-5.7*	70.9	106.5
ACHN	88.7	105.0	110.0	97.1	93.8	3.7*	106.3	100.5
OVCAR-3	100.2	108.6	114.4	110.8	120.5	-18.7*	105.0	99.3
OVCAR-5	94.8	101.6	98.1	102.3	85.9	65.2	95.2	95.2

17. COc1ccc(-c2cc(-c3ccc(Nc4ncnc5cc(Cl)ccc45)cc3)nc(N3CCOCC3)n2)cc1OC
18. Fc1ccc(-c2nc(Nc3ccc(-c4nc5ccccc5[nH]4)cc3)nc(N3CCOCC3)n2)cc1
19. N#Cc1ccccc1/C=N/NC1=NCCN1S(=O)(=O)c1ccccc1
20. CC1(C)CC[C@]2(C(=O)O)CC[C@]3(C)C(=CCC4[C@@]5(C)C[C@@H](O)[C@@H]6OC(c7ccccn7)OC[C@@]6(C)C5CC[C@]43C)C2C1 (stereo partly drawn)
21. COc1ccc2c(c1)CCc1cc(C#N)c(=O)[nH]c1-2
22. C=C1CCC2C3(C)COC(c4cc(F)cc(F)c4)OC3CCC2(C)C1CC(O)C1=CCOC1=O (stereo not drawn)
23. NS(=O)(=O)c1ccc(N2Cc3cc(Cl)ccc3OC3=C2C(=O)N(CC2CCCCC2)C3=O)cc1
24. CCN(CC)CCC(CNc1ccnc2cc(Cl)ccc12)c1ccc(Cl)cc1 (stereo not drawn)
entry no.	17	18	19	20	21	22	23	24
CAKI-1	85.9	-93.6*	90.0	75.8	84.8	60.3	.	-40.3*
OVCAR-8	73.9	-73.8*	95.1	46.7	91.5	16.2	-71.9*	1.3*
OVCAR-4	82.8	-73.9*	92.5	68.7	87.8	53.1	-95.3*	.
RXF 393	95.2	-91.1*	114.1	74.4	90.5	56.4	-89.7*	-90.4*
A498	116.1	-81.5*	101.1	94.5	54.9	120.5	-72.2*	0.9*
ACHN	91.5	-90.6*	99.6	29.9	88.7	67.8	-100.0*	-74.5*
OVCAR-3	101.7	-95.6*	106.4	57.2	100.7	61.4	-89.6*	25.0
OVCAR-5	99.8	-74.7*	94.4	100.8	115.1	87.0	-88.7*	22.0

25. O=[N+]([O-])c1ccc(NC(=S)NCCNC(=S)Nc2ccc([N+](=O)[O-])cc2)cc1
26. CN(C)CCCn1c2nc(=O)[nH]c(=O)c-2nc2cc(Cl)c(Cl)cc21
27. Cc1ccc(-n2nnc(C(=O)Oc3cc(C)c4sc(=O)[nH]c4n3)c2C)cc1C
28. C=CC(C)C(C)(C)O (stereo not drawn)
29. COc1ccc(OC)c(/C=C/c2nc3ccccc3c(=O)n2-c2ccc(C#Cc3ccc4cc(OC)ccc4c3)cc2C)c1
30. Clc1ccc(CN=Nc2ccccc2)cc1
31. Cc1cccc(NC(=O)C2=NCCCCN2)c1
32. O=C(/C=C\c1ccccc1)NCCNC(=O)/C=C/c1ccccc1
entry no.	25	26	27	28	29	30	31	32
CAKI-1	68.8	79.0	89.7	94.5	100.7	.	96.0	92.4
OVCAR-8	87.9	50.0	101.3	108.1	103.2	73.3	103.6	105.2
OVCAR-4	90.8	81.8	96.2	112.7	102.7	86.1	113.0	115.9
RXF 393	111.0	110.6	118.6	105.5	116.2	107.7	108.6	99.3
A498	85.3	92.1	.	91.4	120.4	84.1	115.1	.
ACHN	61.0	87.8	101.0	106.0	102.2	58.0	106.7	106.9
OVCAR-3	.	-20.9*	.	102.1	117.1	85.9	112.7	120.7
OVCAR-5	86.5	125.4	93.3	98.7	114.1	60.6	103.6	107.8

33. O=C(c1ccccc1)c1ccc2nc(-c3ccco3)c(-c3ccco3)nc2c1
34. Cc1ccc2c(n1)C(=O)C(Cl)=C(Nc1cc(C(F)(F)F)cc(C(F)(F)F)c1)C2=O
35. CNCC(N)=O
36. CN[C@@H]1C(OC2[C@H](O[C@H]3[C@H](O)[C@@H](O)[C@H](N=C(N)N)[C@@H](O)[C@@H]3N=C(N)N)OC(C)[C@]2(O)CO)OC(CO)C(O)C1O (stereo partly drawn)
37. Nc1cc(S(=O)(=O)O)cc2ccccc12
38. CN(CCO)CC(O)Cn1cnc2c(N)ncnc21 (stereo not drawn)
39. COc1cc(Cl)cc(-c2nn(C(=O)NS(=O)(=O)c3ccc4ccccc4c3)cc2-c2ccncc2)c1
40. CC(=O)c1ccc(NC(=O)CSc2nnc(-c3ccc(-c4nc5ccccc5[nH]4)cc3)o2)cc1
entry no.	33	34	35	36	37	38	39	40
CAKI-1	94.4	81.4	64.2	106.9	.	96.1	98.7	90.6
OVCAR-8	101.2	87.8	83.5	102.5	100.6	107.7	61.3	83.5
OVCAR-4	104.7	-84.8*	61.3	111.2	101.0	103.2	.	96.8
RXF 393	110.3	74.5	.	113.7	125.1	110.0	97.5	117.4
A498	88.3	80.4	105.2	108.7	127.2	127.0	106.8	82.9
ACHN	106.2	-64.9*	84.3	113.7	101.5	111.7	101.2	100.4
OVCAR-3	108.2	37.3	86.4	115.5	102.4	101.4	121.3	105.5
OVCAR-5	103.2	109.4	99.5	102.3	106.1	126.0	107.6	93.2

41. O=C(CNc1cccnc1)Nc1ccc(Cl)cc1
42. COc1ccc(C2CC(=O)Nc3c2c(C)nn3-c2ccc(Cl)nn2)cc1 (stereo not drawn)
43. CCCCCC(=O)c1ccc(OCCCN2CCN(C(=O)OCC)CC2)cc1
44. CCN(Cc1ccncc1)C(=O)C(CO)c1ccccc1 (stereo not drawn)
45. CCCCN1C(=O)c2c(/C=C/C(=O)OCC)ccc3c(OC)cc(/C=C/C(=O)OCC)c(c23)C1=O
46. CN(C)N1C2=C(C(=O)CC(C)(C)C2)C(c2ccccc2)c2c1nc(N)c(C#N)c2N (stereo not drawn)
47. Cc1cc(N=Nc2ccc(N=Nc3ccc(N=Nc4ccc(O)c(C(=O)O)c4)cc3)c(S(=O)(=O)O)c2C)c(N)cc1N
48. COc1ccc(C2=NN(c3cc(Cl)cc(Cl)c3)C(c3sc(Cl)nc3Cl)C2)cc1 (stereo not drawn)
entry no.	41	42	43	44	45	46	47	48
CAKI-1	.	72.3	95.2	100.2	74.5	74.9	.	91.1
OVCAR-8	110.4	100.8	103.8	106.9	72.4	84.2	95.5	100.0
OVCAR-4	114.2	88.3	85.1	117.8	97.1	95.9	99.2	92.1
RXF 393	108.6	.	102.5	100.9	76.3	97.3	120.1	109.6
A498	98.4	80.5	95.5	100.3	86.1	.	.	106.0
ACHN	107.9	94.7	96.1	94.0	88.7	71.1	90.2	98.5
OVCAR-3	103.8	101.9	103.6	107.1	73.0	91.7	101.0	98.2
OVCAR-5	102.6	91.1	86.0	.	89.6	91.0	99.3	97.4

49. Nc1nnc(-c2ccccn2)c(-c2c[nH]c3ccccc23)n1
50. O=C1CCNC1
51. CN(C)c1cc(NC(=O)CNC(C)(C)C)c(O)c2c1C[C@H]1C[C@H]3[C@H](N(C)C)C(=O)C(C(N)=O)=C(O)[C@@]3(O)C(=O)C1=C2O
52. CCCn1c(O)c(N=NC(=O)c2oc3ccccc3c2C)c2cc(Br)ccc21
53. O=C(NNc1nc(N2CCN(C3CCCCC3)CC2)nc(N2CCN(C(c3ccccc3)c3ccccc3)CC2)n1)c1ccccc1
54. COC(=O)C1([N+](=O)[O-])CC(c2ccc3ccccc3c2)ON(c2ccccc2)C1c1ccccc1 (stereo not drawn)
55. COC1OC(CO)C(N=C(C)C)C1O (stereo not drawn)
56. O=C(NCO)NCOCn1c(=O)n(CO)c(=O)n(CO)c1=O
entry no.	49	50	51	52	53	54	55	56
CAKI-1	76.6	112.9	.	85.9	31.9	79.6	100.6&97.9	96.4
OVCAR-8	100.0	100.2	86.2	103.0	37.1	85.5	106.9&106.7	110.1
OVCAR-4	98.3	97.8	99.6	100.6	66.2	78.9	110.9	100.1
RXF 393	109.9	105.4	87.0	104.9	61.0	78.2	124.9&127.7	100.7
A498	123.1	94.9	68.3	.	.	73.1	84.6&86.3	109.6
ACHN	93.1	101.1	78.7	97.3	56.3	60.5	97.8&101.1	106.6
OVCAR-3	103.9	108.9	88.4	104.2	73.0	81.0	108.1&119.3	111.3
OVCAR-5	100.9	104.6	104.4	100.7	96.7	80.3	94.6&102.4	109.9

By substructure: those above containing a furan ring, fused or not (3)
15. S=c1[nH]c(=S)c2c(-c3ccccc3)c(-c3ccccc3)oc2[nH]1
33. O=C(c1ccccc1)c1ccc2nc(-c3ccco3)c(-c3ccco3)nc2c1
52. CCCn1c(O)c(N=NC(=O)c2oc3ccccc3c2C)c2cc(Br)ccc21
entry no.	15	33	52
CAKI-1	100.9	94.4	85.9
OVCAR-8	110.1	101.2	103.0
OVCAR-4	95.2	104.7	100.6
RXF 393	91.2	110.3	104.9
A498	70.9	88.3	.
ACHN	106.3	106.2	97.3
OVCAR-3	105.0	108.2	104.2
OVCAR-5	95.2	103.2	100.7

Further compounds
57. COc1ccc(/C=C/C(=O)Nc2ccc(Cl)cc2)cc1OC
58. CCCCN(CCCC)c1nn[nH]n1
59. C=C1C(=O)N(C)CCC1C(CC)C(=O)OC (stereo not drawn)
60. Cc1c(C(=O)NN)sc2ncc(-c3ccc(Br)cc3)n12
61. Cc1c(NC=O)c(=O)n(-c2ccccc2)n1C
62. O=[N+]([O-])c1ccc(N/N=C/c2cccc(O)c2)nc1
63. CCOC(=O)Oc1ccc(Cl)cc1Cl
64. CCCCCCCCOc1ccc(/C=N/Nc2cc(C)nc3ccc(Cl)cc23)cc1
entry no.	57	58	59	60	61	62	63	64
CAKI-1	81.4	103.3	95.3	109.9	103.4	68.7	97.8	41.6
OVCAR-8	97.3	98.5	104.5	101.0	104.4	100.8	105.8	-34.3*
OVCAR-4	107.5	124.4	124.9	109.8	.	85.5	106.1	-69.7*
RXF 393	110.5	.	112.0	101.2	117.9	102.2	112.0	-68.9*
A498	97.1	119.8	98.3	99.8	97.6	.	104.3	.
ACHN	84.1	100.0	110.5	105.8	99.6	76.2	100.7	-1.1*
OVCAR-3	99.2	125.6	114.8	119.4	107.0	110.5	105.5	-93.1*
OVCAR-5	102.1	98.4	110.7	111.4	97.4	120.1	92.4	27.1

65. COC(=O)CNc1nc(N(C)O)nc(N(C)O)n1
66. COc1ccc(CSc2nc3ccc(C)cc3c(=O)n2Cc2ccccc2)cc1
67. Cc1ccc(S(=O)(=O)NCCNS(=O)(=O)c2ccc(C)cc2)cc1
68. COc1ccc(C2C=C(c3ccc(Cl)cc3)N=C3SC=CN32)c(Br)c1 (stereo not drawn)
69. COc1ccc(-n2cc(-c3ccc(Br)cc3)nc2SCC(=O)c2ccc(-c3ccccc3)cc2)cc1
70. COc1ccc(/C=C/C(=O)c2nnn(-c3ccc(Br)cc3)c2C)cc1OC
71. Cc1ccc(N=Cc2c(-c3ccc(S(C)(=O)=O)cc3)nc3ccccn23)cc1
72. CC(=O)n1c(N)nc2ccccc21
73. COc1ccc(/C=C/C(=O)NC(CO)(CO)CO)cc1
entry no.	65	66	67	68	69	70	71	72	73
CAKI-1	34.1	79.7	99.1	54.1	78.8	83.4	94.9	94.8	92.8
OVCAR-8	34.3	110.7	91.5	67.3	54.0	82.7	99.6	104.7	101.2
OVCAR-4	29.3	102.6	93.5	80.9	15.3	71.6	99.0	111.2	106.1
RXF 393	47.2	100.4	112.9	69.8	95.7	80.3	111.7	115.8	106.1
A498	34.5	103.0	108.7	89.7	68.6	.	70.7	90.3	88.0
ACHN	23.8	97.8	100.0	67.7	64.0	86.0	97.8	110.3	102.1
OVCAR-3	-6.5*	111.3	104.8	60.5	80.1	52.9	.	101.3	109.8
OVCAR-5	87.7	107.3	95.5	98.2	92.2	94.1	96.4	109.9	87.1
